# Bioassay records deposited in PubChem BioAssay by Fisher Drug Discovery Resource Center.
# mcGAS RapidFire – blocks mouse cGAS cGAMP production. AID 1259397. Q8C6L5. recombinant mouse cGAS, cGAMP by RapidFire MS. inhibition, % at 12.5 µM. 0.18% of 130,000 active;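 active = inhibition of cGAS enzyme activity at or above 60%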;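 note: enzyme stimulated by 45 bp dsDNA with ATP and GTP substrates; cGAMP share of summed cGAMP plus half ATP and half GTP signals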
# Target sequence (Q8C6L5 whole entry, looked up): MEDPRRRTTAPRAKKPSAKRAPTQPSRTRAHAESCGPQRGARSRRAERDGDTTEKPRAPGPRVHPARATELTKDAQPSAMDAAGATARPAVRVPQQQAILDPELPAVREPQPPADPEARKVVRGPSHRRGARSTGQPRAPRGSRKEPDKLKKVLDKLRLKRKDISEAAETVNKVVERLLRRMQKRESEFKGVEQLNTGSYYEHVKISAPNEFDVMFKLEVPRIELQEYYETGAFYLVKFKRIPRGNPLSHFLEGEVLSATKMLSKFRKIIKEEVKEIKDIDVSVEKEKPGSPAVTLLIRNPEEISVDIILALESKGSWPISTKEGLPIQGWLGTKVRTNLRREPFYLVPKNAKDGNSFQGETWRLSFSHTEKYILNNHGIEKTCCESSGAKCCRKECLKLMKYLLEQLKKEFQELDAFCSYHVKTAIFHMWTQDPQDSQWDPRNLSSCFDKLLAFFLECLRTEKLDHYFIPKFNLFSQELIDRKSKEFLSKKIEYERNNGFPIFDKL
# Active calls of the source: *; & = joins results of further samples. An excerpt (hit frequency here may not be typical).
SMILES,mcGAS RapidFire
COC(=O)Cn1c(=O)n(C)c2c(=O)n(C)c(=O)n(C)c21,-8
CN(C)CC(NC(=O)c1ccc2c(c1)OCO2)c1ccccc1 (stereo unspecified),-24
CCN(CC)[P+](C)(c1nc2ccccc2n1C)N(CC)CC,-14
COc1cc(NC(=O)C2CC2)c(OC)cc1Cl,-2
CCOC(=O)c1c(C)[nH]c(C(=O)CSc2ncccn2)c1C,-14
Cc1ncc(CN2CCCC(CCNS(C)(=O)=O)C2)[nH]1 (stereo unspecified),0
COc1ccc(NC(=O)NCCCn2nc(-c3ccc(OC)cc3)ccc2=O)cc1,7
CC1CCC(NC(=O)CCCn2c(=S)[nH]c3cc4c(cc3c2=O)OCO4)CC1 (stereo unspecified),-8
CS(=O)(=O)CCOCCNC(=O)c1cc2c(cc1O)CCCC2,0
CC(=O)Nc1ccc(Cl)c(NC(=O)c2ccc(Cl)cc2)c1,-12
C#CCOc1ccc(CN2CCOC3(COCCN(C(=O)CC)C3)C2)cc1 (stereo unspecified),-8
CN(C1(C)CCS(=O)(=O)C1)S(=O)(=O)c1ccc(F)cc1 (stereo unspecified),-7
CNc1cnc(-c2ccc3c(c2)OCO3)cn1,-4
CCn1c(C)nc2cc(C(=O)N3N=CCC3(O)C(F)(F)F)ccc21 (stereo unspecified),-15
COc1ccc(COc2ccccc2C(N)=O)cc1F,-3
c1ccc(-c2ncn(CCc3cnn(-c4ccccc4)c3)c2-c2cnc[nH]2)cc1,-18
c1cncc(CN(CC2CCN(C3Cc4ccccc4C3)CC2)CC2CCCO2)c1 (stereo unspecified),0
O=C(CN1CSCC1=O)NN(c1ccccc1)c1ccccc1,-22
Cc1nc(C(C)C)ncc1C(=O)N1CCC(c2ccccc2C(=O)O)C1 (stereo unspecified),-20
CN1CCCC(C)(C(=O)Nc2ccc(-n3cccc3)cc2)C1 (stereo unspecified),-6
CCOc1ccc(OCC)c(C(=O)Nc2nccs2)c1,-1
CCn1cc(NC(=O)N2CCCc3ccccc32)c2ccccc21,-5
Cc1cc(C(=O)N2CCCC(CNS(=O)(=O)c3cccs3)C2)c2ccc(F)cc2n1 (stereo unspecified),-8
CC1CCCCN1CCOc1ccccc1C(=O)NNC(=O)C1CC1 (stereo unspecified),-17
O=C(NCC1CCCN(Cc2nc3ccccc3s2)C1)c1cc2ccccc2[nH]1 (stereo unspecified),-3
CCC(C(=O)NCc1nnc(C)o1)n1cc(C(C)=O)c2ccccc21 (stereo unspecified),-8
CNC(=O)CC1CCN(Cc2nccn2C(C)C)CC1,-16
Cc1cc(OCCCCN2C(=O)NC(C)(C)C2=O)ccc1[N+](=O)[O-],-1
COc1ccc(NC(=O)CCC2CCN(C(=O)CCc3ccncc3)CC2)c(OC)c1,-8
CC(C)[n+]1ccccc1CCc1ccccc1,-14
NS(=O)(=O)N1CCN(c2nc(C=Cc3ccccc3)nc3sc4c(c23)CCCC4)CC1,-10
CCCc1nc2oc3ccccc3c(=O)c2c(=O)n1Cc1ccccc1,-7
Cc1nc2c(cc(O)c3ccsc32)s1,-5
O=[N+]([O-])c1ccc(S(=O)(=O)NC2CC2)cc1,-6
Cc1nc(S(=O)(=O)NCCC(=O)NCc2ccc(C#N)cc2)cn1C,-8
Cc1[nH]cnc1-c1nccn1Cc1cn2ccsc2n1,-6
Cc1cc(C)n(-c2nc3ccccc3n3c(C)nnc23)n1,-9
Cc1nonc1CC(=O)N1CCCC(CO)(CCc2ccccc2)C1 (stereo unspecified),-4
COC(=O)c1ccc(N2C(=O)CC(Sc3ncccc3C(=O)O)C2=O)cc1 (stereo unspecified),-8
O=C(NCc1ccc2sccc2c1)C1CCC(=O)N(CCc2ccc(Cl)cc2)C1 (stereo unspecified),-6
CCOC(=O)c1c(C)[nH]c(C(=O)OC(C)C(=O)c2[nH]c(C)c(C(=O)OC)c2C)c1C (stereo unspecified),-2
Cc1nnsc1CN(C)C(=O)C1CC(=O)N(c2cccc(O)c2)C1 (stereo unspecified),-26
Cc1cc2nc(C(=O)N3CCC4(CCCN(C)CC4)CC3)cc(C)n2n1,-17
CCOc1cn(C)c(C(=O)NCCc2ccccc2)cc1=O,-2
CCc1noc(C)c1C(=O)N1CCCC(N2CCN(c3cccc(Cl)c3)CC2)C1 (stereo unspecified),1
CN(CCO)c1ncc(F)c(N2CCCC2)n1,8
COc1ccccc1OCc1cc(C(=O)NC[C@H]2C[C@H]3C=C[C@H]2C32CC2)n[nH]1,0
CN(Cc1ccccc1)c1ncccc1CNC(=O)C1CCOCC1,-9
O=C(NCCO)NC1CCS(=O)(=O)C1 (stereo unspecified),48
O=C(Nc1ccc(SCCN2CCCCC2)nn1)C1CC1,10
CN1CCN(C(=O)NC2CCCCC2)CC1,-1
CC(C)OC(=O)CC(NS(=O)(=O)c1ccc(Cl)s1)c1ccccc1 (stereo unspecified),0
CC(=O)Nc1cccc(C(=O)N2CC=C(c3ccccc3)CC2)c1,-2
[O-][n+]1cccc(CO)c1,1
CC1CCC(C)N1C1CCCN(C(=O)Nc2ccccc2)C1 (stereo unspecified),-17
O=C(c1cnc[nH]1)N1CCOc2c(O)cc(-c3csc4ccccc34)cc2C1,-27
CCN1Cc2ccccc2CC1C(=O)N1CCC(Oc2ncccn2)CC1 (stereo unspecified),-18
Cc1nc(C)c(CN2CCn3c(nnc3C(=O)N3CCCCC3)C2)s1,2
COCc1ccc(C(=O)N2CCc3c([nH]c4ccccc34)C2c2cccc(C)n2)o1 (stereo unspecified),-5
CC1(C(=O)NS(=O)(=O)Cc2ccccc2)CCN1C(=O)c1ccccc1 (stereo unspecified),-6

# 23 structures already listed, arranged by length of the SMILES, highest first.
SMILES,mcGAS RapidFire
CCOC(=O)c1c(C)[nH]c(C(=O)OC(C)C(=O)c2[nH]c(C)c(C(=O)OC)c2C)c1C (stereo unspecified),-2
COc1ccccc1OCc1cc(C(=O)NC[C@H]2C[C@H]3C=C[C@H]2C32CC2)n[nH]1,0
COCc1ccc(C(=O)N2CCc3c([nH]c4ccccc34)C2c2cccc(C)n2)o1 (stereo unspecified),-5
O=C(c1cnc[nH]1)N1CCOc2c(O)cc(-c3csc4ccccc34)cc2C1,-27
O=C(NCc1ccc2sccc2c1)C1CCC(=O)N(CCc2ccc(Cl)cc2)C1 (stereo unspecified),-6
COC(=O)c1ccc(N2C(=O)CC(Sc3ncccc3C(=O)O)C2=O)cc1 (stereo unspecified),-8
CC1(C(=O)NS(=O)(=O)Cc2ccccc2)CCN1C(=O)c1ccccc1 (stereo unspecified),-6
Cc1cc2nc(C(=O)N3CCC4(CCCN(C)CC4)CC3)cc(C)n2n1,-17
CC(C)OC(=O)CC(NS(=O)(=O)c1ccc(Cl)s1)c1ccccc1 (stereo unspecified),0
Cc1nc(S(=O)(=O)NCCC(=O)NCc2ccc(C#N)cc2)cn1C,-8
Cc1nc(C)c(CN2CCn3c(nnc3C(=O)N3CCCCC3)C2)s1,2
CC(=O)Nc1cccc(C(=O)N2CC=C(c3ccccc3)CC2)c1,-2
CCN1Cc2ccccc2CC1C(=O)N1CCC(Oc2ncccn2)CC1 (stereo unspecified),-18
Cc1nonc1CC(=O)N1CCCC(CO)(CCc2ccccc2)C1 (stereo unspecified),-4
O=[N+]([O-])c1ccc(S(=O)(=O)NC2CC2)cc1,-6
Cc1cc(C)n(-c2nc3ccccc3n3c(C)nnc23)n1,-9
CC1CCC(C)N1C1CCCN(C(=O)Nc2ccccc2)C1 (stereo unspecified),-17
CCOc1cn(C)c(C(=O)NCCc2ccccc2)cc1=O,-2
O=C(Nc1ccc(SCCN2CCCCC2)nn1)C1CC1,10
CN(CCO)c1ncc(F)c(N2CCCC2)n1,8
O=C(NCCO)NC1CCS(=O)(=O)C1 (stereo unspecified),48
Cc1nc2c(cc(O)c3ccsc32)s1,-5
[O-][n+]1cccc(CO)c1,1

# Further compounds.
SMILES,mcGAS RapidFire
O=C1NC2(CCCCCC2)C(=O)N1Cc1nnsc1Cl,-11&4
CC1CCc2sc(C(=O)NNC(=S)NC(C)C)cc2C1 (stereo unspecified),-11
CC(=O)Nc1ccc(N2C(=O)CC(/C=C3/N(C)c4ccccc4C3(C)C)C2=O)cc1 (stereo unspecified),-9
CC1(C)C(=O)NCCN1C(=O)/C=C(/c1ccc(Cl)cc1)C(F)(F)F,-6
COc1ccc(N2C(=O)C3C4C=CC(C3C2=O)C2C3C(=O)N(c5ccc(OC)cc5)C(=O)C3C42)cc1 (stereo unspecified),-1
Clc1cnccc1CN1CCOC(c2ccsc2)C1 (stereo unspecified),-1
O=C(Nc1ccccc1)c1sc2nncc(=O)n2c1C(=O)O,-2
CC(=O)/C(=N/Nc1ccc(C)cc1)N1CCOCC1,0
CC(c1cccc(-c2ccc(Cn3ccnc3)cc2)c1)N(C)C (stereo unspecified),-16
CCn1c(C2CCCN(C(=O)c3cnc(C)cn3)C2)nn(C)c1=O (stereo unspecified),-30
CC(CN1CCOCC1)C(=O)O (stereo unspecified),-4
CC(C)Cc1ccc(-c2cc(Nc3ccc4[nH]ccc4c3)ncn2)cc1,-1
CC1Sc2ccc(C(=O)N(C)Cc3cccc(Cl)c3)cc2NC1=O (stereo unspecified),-12
CCN(CC)C(CNS(=O)(=O)c1ccccc1F)Cc1ccccc1 (stereo unspecified),0
Cc1ccc(C(=O)C2OC(=O)C(C)(C)C(=O)C2(C)C)cc1 (stereo unspecified),-7
COC(=O)Cn1c(=O)c2c(nc3n(Cc4ccco4)c(C)c(C)n23)n(C)c1=O,0
CC(=O)c1cccc(NC(=O)CC2S/C(=N/N=C3/C=C(C)CC(C)(C)C3)NC2=O)c1 (stereo unspecified),-30
CSCC(=O)N1CCc2[nH]c3ccc(Br)cc3c2C1,-2
CC1CCCCC1Nc1cccc(N2CCCC2)c1 (stereo unspecified),0
Cc1noc2ncnc(NCc3cccnc3N(C)C3CCCCC3)c12,-28
CCOC(=O)c1nn(-c2ccc(C)cc2)c(=O)cc1N1CCN(c2ccc(F)c(Cl)c2)CC1,-3
O=C(Nc1ccc(SCCN2CCOCC2)nn1)c1cccc(F)c1,6
O=C1NC(=O)N(C2CCCCC2)C(=O)C1=CC=Cc1ccco1,7
CC(=O)N(C)Cc1ccccc1NCc1c(C)noc1C,-4
COC(=O)C1=CN=C2SCCC(=O)C2C1c1ccc(-c2ccccc2)cc1 (stereo unspecified),-6&0
CCCN(Cc1nccn1C)c1ncnc2sc3c(c12)CCNC3,-17
O=C(c1ccc(N2CCCCC2=O)cc1)N1CCN(S(=O)(=O)c2cccc(C(F)(F)F)c2)CC1,-5
CNC(=O)C1CCCCN1CC(=O)NCC1CCCO1 (stereo unspecified),-3
CCOC(=O)C1(Cc2cccc(OC)c2)CCN(Cc2ccccc2OC)CC1,-4
COc1ccc2cc(C3CN(C(=O)CN4CCNC(=O)C4)CCO3)ccc2c1 (stereo unspecified),0
CCSCC(C)N(C)Cc1nnsc1Cl (stereo unspecified),-1
O=[N+]([O-])c1ccc(Cl)c(CN2CCCn3cccc3C2c2ccc(F)cc2F)c1 (stereo unspecified),-9
COc1cn(C)c(C(=O)Nc2ccc3c(c2)OCCO3)cc1=O,-5
COCCCNc1nc2nonc2nc1N(C)CCN1CCOCC1,-2
O=S1(=O)CCC(c2nnc(SCc3cn(-c4ccccc4)nc3-c3ccccc3)o2)C1 (stereo unspecified),-2
Cc1ccc(S(=O)(=O)NCCn2ncccc2=O)s1,-1
Cc1cccn2c(=O)c3cc(C(=O)N4CCCC4)n(C)c3nc12,-3&-2
c1ccc(CCN2CCC(NCc3ccc4c(c3)OCCCO4)C2)cc1 (stereo unspecified),-3
COc1cccc(-n2cc(CN(C)Cc3cc4ccccc4[nH]3)cn2)c1,-10
CN(C)CCNc1nc2c(F)cc(F)cc2s1,-29
O=S(=O)(c1ccccc1)N1CCN(c2ccccc2F)CC1,-8
Cc1cc(C)c(C#N)c(SCc2nnc(C)o2)n1,-15
CN(C)c1ccc(CNC(=O)c2ccccc2S(C)(=O)=O)cc1,-11
O=C(CN1CCOCC1)N1CCN(c2ccccc2S(=O)(=O)C(F)(F)F)CC1,-2
CC(C)Oc1ccc(C(=O)Nc2nnc(C3CC3)s2)cc1,-10
CCN1CCCC1CN(CC1CCN(CCOC)CC1)C(=O)c1sccc1C (stereo unspecified),-3
CCc1ccc(C(=O)/C=C\Nc2ccccc2NS(=O)(=O)c2ccccc2)cc1,-8
Cc1cc(NS(=O)(=O)c2ccc(F)c(Cl)c2)n(CCC#N)n1,-1
C=CCn1c(C)cc(-c2csc(NC(=O)C(NC(C)=O)C(C)C)n2)c1C (stereo unspecified),-2
CC(NS(=O)(=O)c1cccc(C(F)(F)F)c1)c1ccccc1 (stereo unspecified),-7
Oc1ccc(-n2nnnc2SCCc2ccccn2)cc1,1
Cc1nc(C)c(C(=O)NCc2cccnc2N2CCOCC2)s1,-6
CC1CC(C)CN(P2(=O)C=C(c3ccccc3)OC(c3ccccc3)=C2)C1 (stereo unspecified),-8
COc1ccccc1OCC(=O)NCC1CCCN(C(=O)CSC)C1 (stereo unspecified),-7
CC(C)(C)OC(=O)NNC(=O)C1CCCCC1,14
CCc1cc(C(=O)OC)c(NC(=S)Nc2cn(CC)nc2C(N)=O)s1,-1
Cc1nn(C)c(C)c1-c1cc(C(=O)N2C[C@@H]3[C@H](C2)[C@H]2CC[C@@H]3O2)n(C)n1,5
COc1ccc2cc(C3CN(C(=O)c4ccc[nH]4)CCO3)ccc2c1 (stereo unspecified),-6
CCN(CC#N)S(=O)(=O)c1cc(C(F)(F)F)ccc1C,-7
Cc1ccc2nc(C)cc(C)c2c1,-9

# Entries above that contain a furan ring, fused or not, in the order listed:
SMILES,mcGAS RapidFire
COCc1ccc(C(=O)N2CCc3c([nH]c4ccccc34)C2c2cccc(C)n2)o1 (stereo unspecified),-5
COC(=O)Cn1c(=O)c2c(nc3n(Cc4ccco4)c(C)c(C)n23)n(C)c1=O,0
O=C1NC(=O)N(C2CCCCC2)C(=O)C1=CC=Cc1ccco1,7

# Following part
SMILES,mcGAS RapidFire
CN1Cc2ccccc2CC1CN(C)C1CCN(S(C)(=O)=O)CC1 (stereo unspecified),1
Cc1ccc(-c2nnc(NC(=O)N(C)Cc3ccnc(C)c3)s2)cc1,-17
Cc1cnc(NCCCN2CCNC(=O)C2)nc1N(C)C,-17
COC1(OC)OC2=C(c3cccc4cccc2c34)C(C#N)(C#N)C1C (stereo unspecified),-4
O=C(Cc1c[nH]c2ccccc12)N1CCN(C(=O)Nc2nccs2)CC1,5
Cc1cc(C)nc(NN=Cc2cc(C)n(CC(F)(F)F)c2C)n1,-16
